KOR beta-arrestin-1: KOR agonists, beta-arrestin recruitment, primary screen, cell-based, luminescence, uHTS (AID 1777); one-dose activation, % at 10 µM; EC50 in µM for titrated hits; 0.02% of 280,000 active; KOR beta-arrestin recruitment, luminescence; higher % means a stronger effect; in the data active = activation above about 50%, passing the limit was not always enough; note: a part of the inactive calls stands beside numbers as strong as those of hits
NTR1 ag: agonists of NTR1, primary screen, imaging, U2OS cells, beta-arrestin-GFP, high content (AID 493036); Neurotensin receptor type 1 (Homo sapiens), P30989; NTR1-U2OS beta-arrestin-GFP spot imaging, agonist mode; activation, % at 20 µM; 0.17% of 330,000 active;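 active = activation at or above 40% of the spot to cytoplasm intensity ratio, with at least 20 cells analyzed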;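 note: 0% = DMSO without peptide and 100% = 100 nM NTR1 peptide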
Target sequence (P30989 whole entry, looked up): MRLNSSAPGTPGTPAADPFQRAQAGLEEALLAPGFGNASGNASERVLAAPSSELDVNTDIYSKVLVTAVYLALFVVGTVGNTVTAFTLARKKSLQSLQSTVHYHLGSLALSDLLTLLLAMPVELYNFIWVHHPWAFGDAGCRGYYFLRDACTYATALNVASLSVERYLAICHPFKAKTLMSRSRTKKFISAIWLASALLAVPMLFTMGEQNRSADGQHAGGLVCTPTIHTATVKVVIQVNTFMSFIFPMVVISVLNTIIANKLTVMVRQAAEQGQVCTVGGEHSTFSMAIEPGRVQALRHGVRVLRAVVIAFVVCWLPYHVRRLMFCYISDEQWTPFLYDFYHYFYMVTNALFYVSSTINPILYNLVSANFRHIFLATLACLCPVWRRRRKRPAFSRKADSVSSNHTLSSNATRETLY
GPR55 activation: GPR55 agonists via beta-arrestin recruitment, primary screen, imaging, U2OS cells, beta-arrestin-GFP redistribution (AID 1961). activation, % at 10 µM, or EC50 in µM where a hit was titrated. 0.048% of 290,000 active. U2OS GPR55 beta-arrestin-GFP redistribution imaging; higher % means a stronger effect;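 active = activation above 40% with more than 50 cells counted in the well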;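 note: U2OS osteosarcoma cells stably expressing GPR55 and beta-arrestin-GFP; plate controls were DMSO negative control for no effect and LPI positive control for full effect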
ER stress rescue: rescue of cells from ER stress-induced death, primary screen, 384-well, CSM14.1, thapsigargin, ATP luminescence (AID 1222) | CSM14.1 thapsigargin-induced death rescue, ATP luminescence; higher % means a stronger effect | 190,000 tested, under 10 active | cellular ATP content (survival), % at 20 µM, or EC50 in µM where a hit was titrated;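 active = EC50 below 50 µM in the dose-response confirmation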;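 note: death triggered by thapsigargin at about 15 µM added after 2 h compound pretreatment; cell ATP read after overnight thapsigargin exposure of roughly 18 to 22 hours; normalized against plate controls of thapsigargin alone and 5% DMSO vehicle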
KOR beta-arrestin-2: KOR antagonists, beta-arrestin recruitment, cell-based, luminescence, uHTS (AID 1778); KOR beta-arrestin recruitment, luminescence, antagonist mode; higher % means a stronger effect; inhibition, % at 10 µM; hits with a dose series show IC50 in µM; 0.091% of 290,000 active; note: strong numbers were not always called active
NOD2 inhibition: NOD2 signaling inhibitors, cell-based, luminescence, uHTS, HEK293 (AID 1566). HEK293 NOD2/NF-kB luciferase reporter, luminescence; higher % means a stronger effect. one-dose inhibition, % at 4 µM; EC50 in µM for titrated hits. 0.63% of 290,000 active; note: many of its hits are not listed in these tables
TNAP activation fold: human TNAP enzyme activators, primary screen, biochemical, luminescent, no phosphate acceptor, uHTS (AID 1001); Alkaline phosphatase, tissue-nonspecific isozyme (Homo sapiens); purified TNAP, luminescent activation assay, no phosphate acceptor; higher activation fold means a stronger effect; one-dose activation fold at 20 µM; EC50 in µM for titrated hits; 0.03% of 200,000 active; in the data active = activation fold from about 3, or a potency from the dose series; inactive = the rest, 99 in 100 with activation fold below about 1.6; note: many of its hits are not listed in these tables
NOD1 NF-kB reporter: NOD1 signaling inhibitors, primary screen, cell-based, luminescence, uHTS (AID 1578). inhibition, % at 4 µM, or EC50 in µM where a hit was titrated. NOD1-driven NF-kB luciferase reporter cells, luminescence; higher % means a stronger effect. 1% of 290,000 active; in the data active = inhibition mostly above about 36%, no sharp cut-off; inactive = mostly below about 34%;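 note: HEK-293T reporter cells stimulated with the NOD1 agonist gamma-tri-DAP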
Yfh1-off respiration: enhancers of respiration in Yfh1-depleted yeast, dose response, Friedreich's ataxia, plus single-dose screen (AID 1465); S. cerevisiae Yfh1-off respiration, WST-1 reduction, 72 h; higher fold induction means a stronger effect; one-dose fold induction at 50 µM; EC50 in µM for titrated hits; 0.074% of 220,000 active;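 active = fold induction of absorbance versus untreated yeast above a set limit, then at least 30% activation at any dose in follow-up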;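 note: activators that raise dye reduction in frataxin-depleted yeast; strong numbers were not always called active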
NTR1 ag cell count 20 µM: second read-out of NTR1 ag, no call of its own (marks repeat the call); cell count; measured here: cell count, cytotoxicity flag
* marks the source's active call; other numbers are inactive results; i = inactive; / = not tested or not shown; [ ] = dose if it differs, or a comment. Cut-off read from the data, not from the text of the source, unless noted: active = inhibition above about 50%; inactive = the rest. The list is partial, so the mix of outcomes need not match the whole.

SMILES	KOR beta-arrestin-1	NTR1 ag	NTR1 ag cell count 20 µM	GPR55 activation	ER stress rescue	KOR beta-arrestin-2	NOD2 inhibition	TNAP activation fold	NOD1 NF-kB reporter	Yfh1-off respiration
COc1ccc(C2CC(=O)c3cnn(-c4nc(C)cc(C)n4)c3C2)cc1OC (configuration not stated)	2.3%	0.0	62	-0.1%	/	1%	8%	/	2%	i
CC(C)CCN1CCN(Cc2cnc(-c3ccccc3)s2)CC1CCO (configuration not stated)	/	1.0	62	-0.1%	-0.5%	-2%[20 µM]	17%	1	-13%	i
CCOC(=O)C1=C(C)NC(C)=C(C(=O)OCC)C1C(=O)OCC(=O)NC(C)C	-0.6%	-2.7	52	-0.1%	-1.2%	15%	8%	1.1	-6%	i
COC(=O)Cc1ccc(NC(=S)N2CCCC(C)C2)cc1 (configuration not stated)	-2.4%	1.3	74	-0.1%	-13%	4%	-35%	1.1	-25%	i
CCOc1ccc(CN(CCC#N)C(=S)NC(=O)c2ccccc2)cc1	-4.0%	0.6	80	0.6%	0.8%	12%	11%	0.9	-2%	i
CCOc1ccc(N(CC(=O)NC2CCCCC2)S(=O)(=O)c2ccc(C)cc2)cc1	-4.7%	-0.1	36	0.2%	/	-22%	-9%	/	1%	/
COc1cc(CN2CCN(c3cccc(C)c3C)CC2)cc(OC)c1O	4.0%	-0.9	75	0.5%	1.9%	-21%	5%	1.1	-21%	i
Cc1ccc(C(=O)Cn2cccn2)cc1	-5.7%	0.0	55	-0.3%	-0.1%	19%	5%	1	-15%	i
C=CCc1cc(C(=O)N2CCCCC2)ccc1O	1.1%	2.0	88	0.3%	/	-14%	29%	1.1	34%	i
CSc1cccc(NC(=O)C2CCCN2S(=O)(=O)c2ccc(Br)s2)c1 (configuration not stated)	-2.8%	2.4	66	-0.1%	-0.9%	6%	5%	1.1	6%	i
Cn1nc(C(F)(F)F)c(-c2ccc(Br)cc2)c1NC(=O)CSCC(=O)O	-1.1%	-1.3	36	0.6%	/	22%	16%	/	-10%	i
CC(Sc1nc2cc(Cl)ccc2s1)C(=O)Nc1ccc2c(c1)OCO2 (configuration not stated)	5.1%	0.9	64	0.3%	0.4%	8%	-56%	1.1	-45%	i
c1ccc(-c2c[n+]3c(n2-c2ccccc2)CCC3)cc1	7.1%	-0.5	55	0.5%	/	20%	9%	/	-5%	i
CCCn1c(SCC(=O)NC(C)C23CC4CC(CC(C4)C2)C3)n[nH]c1=O (configuration not stated)	-3.2%	1.2	46	-0.1%	3.7%	1%	-11%	1	-24%	i
COc1ccc(-n2c(SCC(=O)Nc3ccccc3OC)nc(O)c(Cc3ccccc3)c2=O)cc1	5.3%	0.9	70	-0.1%	/	-17%	17%	/	-12%	/
O=C(OCC(F)(F)C(F)F)c1ccccc1C(=O)Oc1ccc(F)cc1F	9.2%	1.8	83	0.2%	/	-4%	7%	1.1	-4%	i
CCOC(=O)C(C)Oc1ccc2c(CC)cc(=O)oc2c1C (configuration not stated)	-1.9%	0.6	53	-0.1%	2.7%	-12%	8%	1.1	3%	i
Cc1cc(N2CCN(C3CCCC3)CC2)n2c(nc3ccccc32)c1C#N	5.1%	4.1	58	0.2%	-1.3%	-40%	9%	1.5	-10%	i
Cc1c(NC(=O)OC(C)C)sc(=S)n1C	3.2%	-0.1	54	-0.3%	2.4%	-13%	6%	1.1	-27%	i
C/C(=N\OC(=O)c1ccc(C)cc1)c1c(C)nc2cc(C)ccn12	0.6%	-0.2	26	0.2%	/	17%	9%	1	-22%	i
COc1cc(OC)c(-c2sc(Nc3ccccc3)n[n+]2-c2ccc(F)cc2)cc1OC	-3.9%	0.7	59	0.0%	/	-44%[20 µM]	6%	/	0%	/
O=C(CSc1nc2c([nH]c3ccccc32)c(=O)n1-c1ccccc1F)NCC1CCCO1 (configuration not stated)	1.6%	1.7	54	-0.1%	/	24%	-1%	/	-18%	/
Cc1cc(C(F)(F)F)n2nc(-c3sccc3-n3cccc3)cc2n1	-3.1%	2.5	92	-0.1%	-0.9%	12%	24%	1	3%	/
CC(C)CC(=O)N1CCN(C(=O)c2ccc(-c3ccccc3)cc2)CC1	0.2%	0.5	57	0.4%	/	-27%	13%	/	31%	/
COc1cccc2c(O)cc(=O)n(C)c12	6.2%	1.2	44	0.2%	0.8%	-12%	2%	1.1	-18%	i
Remaining list, next part
SMILES	KOR beta-arrestin-1	NTR1 ag	NTR1 ag cell count 20 µM	GPR55 activation	ER stress rescue	KOR beta-arrestin-2	NOD2 inhibition	TNAP activation fold	NOD1 NF-kB reporter	Yfh1-off respiration
CCN(CC)CC(=O)N1c2ccccc2CCc2ccc(NC(=O)c3cc(OC)c(OC)c(OC)c3)cc21	/	0.7	48	-0.1%	/	9%	8%	/	-4%	i
O=C(Nc1nc2ccccc2s1)NC1CCCCC1	6.0%	-0.7	41	-0.1%	-1.4%	-27%	-234%	1	-14%	i
O=C1C(NS(=O)(=O)c2cccs2)=C(N2CCN(c3cccc(Cl)c3)CC2)C(=O)c2ccccc21	1.1%	2.0	42	-0.1%	-0.3%	-21%	-7%	1	-27%	i
CC(=O)c1ccc(OCC(O)CN2CCN(c3ccccn3)CC2)cc1 (configuration not stated)	-9.7%	-3.4	61	-0.1%	-0.4%	26%	-15%	1.1	-14%	i
O=C(C1CC(c2ccccc2O)=NO1)N1CCCCC1 (configuration not stated)	/	0.3	61	0.1%	1.1%	6%	-36%	1	-23%	i
CCCNC(=O)Cc1c(C)n(C(=O)c2ccc(Cl)cc2)c2ccc(OC)cc12	2.2%	2.3	42	-0.2%	/	-14%	18%	/	-3%	/
Cc1coc2c1c(C)cc1oc(=O)c(CC(=O)NCC(=O)NCC(=O)O)c(C)c12	-1.6%	-0.8	119	0.0%	/	-6%	3%	/	-3%	/
N#C/C(=C/c1ccc(-c2ccc(S(N)(=O)=O)cc2)o1)C(=O)Nc1ccccc1	28%	11	49	0.8%	-3.0%	-31%	17%	1	-25%	i
O=C(CNC(=O)c1ccc(Cl)cc1Cl)OCC(=O)c1ccc2c(c1)OCCO2	-6.2%	-1.1	77	-0.1%	-0.3%	-16%	-5%	1.1	24%	i
O=C(Nc1ccccc1OCc1ccccc1)c1ccccc1Br	8.2%	4.1	52	-0.2%	/	6%	-2%	/	4%	/
O=C(CCC(=O)Nc1ccc(F)cc1)N/N=C/c1ccccc1	-3.0%	-0.3	49	0.0%	/	2%	-1%	/	-1%	/
CCOc1ncccc1C(=O)Nc1ccc(-c2cn3ccsc3n2)cc1	0.5%	3.6	74	0.0%	-0.3%	-14%	26%	1.2	-19%	i
CCOc1ccc2nc(NC(=O)c3c([N+](=O)[O-])cnn3CC)sc2c1	1.5%	-0.2	59	0.4%	0.1%	-38%	1%	1	-23%	i
CCOc1cccc2cc(C(=O)Nc3cc(C)on3)c(=O)oc12	-2.0%	0.4	69	-0.1%	-0.2%	-1%	15%	1.1	2%	i
CC1CN(c2ccc(Cl)cc2)c2nc3c(c(=O)[nH]c(=O)n3C)n2C1 (configuration not stated)	3.6%	0.4	97	-0.1%	/	-1%	15%	/	-11%	/
CCOC(=O)N1CCN(C(=O)COC(=O)c2oc3ccc(OC)cc3c2C)CC1	0.0%	-0.2	63	0.0%	/	11%	2%	/	-35%	/
O=C(Nc1cccc(-c2cnc3ccccc3n2)c1)c1ccc(Cl)cc1	2.1%	7.5	43	0.7%	3.1%	-25%	-22%	1	-69%	i
Cc1ccc(OCc2nnc(SCC(=O)NC3CCCCC3)n2C)cc1	-4.7%	-0.3	42	0.3%	2.3%	28%	3%	1.1	-8%	i
O=C(/C=C/c1cc([N+](=O)[O-])ccc1OC(F)F)NCc1ccc(F)cc1	-5.6%	5.0	60	0.2%	-0.5%	-14%	-10%	1.1	-29%	i
CN(C)S(=O)(=O)Nc1ccc2c(c1)Cc1ccccc1-2	-3.1%	0.8	64	-0.1%	3.0%	-22%	-34%	1	-65%	i
Cc1ccc(-c2cc(C(F)(F)F)n3ncc(C(=O)N4CCCCC4c4cccnc4)c3n2)cc1 (configuration not stated)	8.5%	9.0	62	0.0%	-1.1%	-44%	1%	0.9	10%	i
CS(=O)(=O)c1ccc(-c2cccc(NC(=O)COc3ccc(Cl)cc3)c2)nn1	15%	0.3	52	-0.1%	/	-29%	-7%	/	34%	/
O=C(O)C(=O)Cc1c[nH]c2ccccc12	1.3%	-0.8	90	0.2%	-2.1%	-30%	5%	1.1	-41%	i
COc1ccc(/C=C/C(=O)Nc2ccc(N3CCOCC3)cc2)cc1	3.2%	/	/	-0.2%	0.7%	38%	12%	1	-17%	i
CC(=O)Nc1ccccc1NC(=O)c1cccc2ccccc12	3.5%	1.2	56	1.0%	0.0%	/	5%	1.1	-30%	i
More compounds follow:
SMILES	KOR beta-arrestin-1	NTR1 ag	NTR1 ag cell count 20 µM	GPR55 activation	ER stress rescue	KOR beta-arrestin-2	NOD2 inhibition	TNAP activation fold	NOD1 NF-kB reporter	Yfh1-off respiration
CCOc1ccc(Cc2nnc(SCC(N)=O)n2C)cc1	-2.4%	-1.2	77	-0.1%	-0.4%	20%	18%	1.1	2%	i
COc1ccc(N2C(=O)/C(=C\c3ccco3)N=C2SCC(=O)NC(C)(C)C)cc1Cl	4.2%	5.2	75	-0.2%	1.3%	34%	-7%	1.1	-27%	i
CSc1ccccc1Sc1cc(C(=O)O)c2ccccc2n1	0.4%	-0.6	39	0.9%	-1.1%	-25%	16%	0.9	-23%	i
Cc1ccc(CN(CC(=O)NCc2ccc3c(c2)OCO3)C(=O)c2csnn2)cc1	4.2%	-0.9	49	0.2%	/	-12%	-23%	/	-40%	/
O=C(Nc1ccc(O)c(-c2nc3ccccc3s2)c1)C1=COCCO1	-0.9%	11	80	0.9%	-1.2%	0%	-22%	1	21%	i
COc1ccc(N2CCN(C(=S)Nc3ccccc3OC)CC2)cc1	-5.2%	-0.6	61	0.4%	/	13%[20 µM]	11%	/	-23%	/
CC(=O)Nc1ccc(S(=O)(=O)N2CCC(c3nc4ccc(C)cc4[nH]3)CC2)cc1	-1.1%	-0.2	86	-1.0%	-0.7%	-12%	-6%	1.2	-24%	i
Cc1ccc2cccc(NC(=S)NC(=O)c3ccccc3)c2n1	-1.4%	6.1	94	0.5%	2.6%	-4%	2%	1	-10%	i
CCC(=O)Nc1nc2c(c(=O)[nH]1)CCCC2	-2.2%	-0.5	40	-0.2%	/	7%	2%	1.2	-40%	i

Compound activity as filed in PubChem BioAssay.
